GalR3 antag – GalR3 antagonists in HEK293 cells, primary screen, cell-based, fluorescence readout; Galanin receptor type 3 (Homo sapiens), O60755; HEK293 GalR3-CNG cAMP membrane potential fluorescence; galR3 body fused to GalR1 C-terminus; inhibition, % at 3 µM; 0.44% of 360,000 active;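 active means inhibition above the screen-wide average plus 3 SD, cut at about 13% in these data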;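 further: forskolin and galanin both at EC90 stimulate the cells; cAMP rise reported by CNG channel membrane potential dye signal; 0% = forskolin plus galanin with DMSO and 100% = forskolin alone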
NALP1 inh – NALP1 inflammasome inhibitors in reconstituted yeast, colorimetric, S. cerevisiae, triplicate retest | S. cerevisiae NALP1/ASC/caspase-1 growth, X-gal OD620, 72 h | inhibition, % at 10 µM | 0.61% of 280,000 active | AID 2071, 2009; in the data active means inhibition mostly above about 24%, no sharp cut-off; inactive means mostly below about 32%; further: some compounds called inactive have numbers as strong as hits
OXTR potentiate – human OXTR potentiators, primary screen, fluorescence, CHO-OTR cells, Fluo-8 calcium. Oxytocin receptor (Homo sapiens), P30559. 0.061% of 320,000 active. Fluo-8 calcium fluorescence, potentiator mode; 0% = oxytocin EC15, 100% = EC100. activation, % at 3 µM;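 active means activation above that plate's cutoff, the mean activation of tested compounds plus 3 SD, cut at about 6.6% in these data, passing the limit was not always enough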;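 further: 100% uses oxytocin at 75 nM as the full agonist control; some results filed as inactive read as strong as hits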
Target sequence (P30559 whole entry, looked up): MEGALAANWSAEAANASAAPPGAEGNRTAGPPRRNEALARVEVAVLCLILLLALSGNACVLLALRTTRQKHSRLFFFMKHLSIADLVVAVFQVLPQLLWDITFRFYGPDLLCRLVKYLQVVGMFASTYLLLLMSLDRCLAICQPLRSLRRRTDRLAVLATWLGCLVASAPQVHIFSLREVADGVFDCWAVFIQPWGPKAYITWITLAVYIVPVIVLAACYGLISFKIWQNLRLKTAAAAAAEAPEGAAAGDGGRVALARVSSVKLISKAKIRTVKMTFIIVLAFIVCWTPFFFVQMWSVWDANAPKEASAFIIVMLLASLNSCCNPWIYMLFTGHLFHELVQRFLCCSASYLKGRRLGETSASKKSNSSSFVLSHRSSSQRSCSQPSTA
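Assay system: CHO-OTR cells, human receptor / Also added: oxytocin at about EC15, sub-maximal agonist stimulus / Dosing: single dose, 3.0 µM nominal final compound concentration / Incubation: 6 min pre-incubation, 100 s read / Technique: Fluo-8 calcium dye fluorescence / Read-out: % activation vs EC15 and EC100 oxytocin / Benchmarks: EC15 oxytocin low, 75 nM oxytocin high / Replicates: singlicate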
V1aR counter – agonists of human V1a receptor, primary screen, counter-screen for OXTR agonist project, fluorescence, CHO-V1R cells. Fluo-8 calcium fluorescence, agonist mode; 0% DMSO, 100% 3 nM vasopressin. activation, % at 3 µM. 0.25% of 320,000 active;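 active means activation above the mean activation of all tested compounds plus 3 SD, per screening run, cut at about 20% in these data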;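 further: signal is peak over basal fluorescence ratio across a 100 second FLIPR read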
Target sequence (P37288 whole entry, looked up): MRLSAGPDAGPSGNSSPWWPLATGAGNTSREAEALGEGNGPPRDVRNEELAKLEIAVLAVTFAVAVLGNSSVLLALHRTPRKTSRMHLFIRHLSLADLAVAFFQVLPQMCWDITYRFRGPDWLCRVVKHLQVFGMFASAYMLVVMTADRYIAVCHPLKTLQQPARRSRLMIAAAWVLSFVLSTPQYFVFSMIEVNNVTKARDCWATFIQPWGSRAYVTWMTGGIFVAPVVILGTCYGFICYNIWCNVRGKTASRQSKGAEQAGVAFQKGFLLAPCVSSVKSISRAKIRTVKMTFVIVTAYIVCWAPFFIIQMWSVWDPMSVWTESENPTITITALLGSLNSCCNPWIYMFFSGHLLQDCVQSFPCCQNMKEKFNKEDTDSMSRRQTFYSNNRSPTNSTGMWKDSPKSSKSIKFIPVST
GPR7 antag – GPR7 receptor antagonists, primary screen, cell-based, fluorescence, single concentration | 1.1% of 290,000 active | inhibition, % at 4.4 µM | AID 1861, 2009 | GPR7-expressing cells, fluorescence antagonist assay; in the data active means inhibition above about 16%, passing the limit was not always enough;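 further: cells stimulated with the agonist NPW; 0% = agonist with vehicle and 100% = vehicle without agonist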
OXTR ag – human OXTR agonists, primary screen, fluorescence, CHO-OTR cells, Fluo-8 calcium. Fluo-8 calcium fluorescence; normalized: DMSO 0%, oxytocin 100%. 0.32% of 320,000 active. AID 2435, 2010. Oxytocin receptor (Homo sapiens), P30559. activation, % at 3 µM;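 active means activation above the mean of all tested compounds plus 3 SD, cutoff set per screening run, cut at about 20% in these data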;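 further: peak over basal fluorescence ratio from a 100 s FLIPR kinetic read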
MEKK2 mut-MEK5 – MEK5 binding signal on mutant MEKK2 PB1, primary screen, biochemical, multiplex bead flow cytometry, Alexa488-MEK5; 0.35% of 290,000 active; percent response, % at 10 µM; Alexa488-MEK5 binding to MEKK2 mutant; AID 1530, 2009; in the data active means percent response above about 24%, passing the limit was not always enough; further: inactives centre near 1; some results filed as inactive read as strong as hits; reference of the scale not given here
PfM18AAP inh – PfM18AAP inhibitors, malaria aminopeptidase, primary screen, biochemical, QFRET, recombinant enzyme. M18 aspartyl aminopeptidase (Plasmodium falciparum 3D7). 1.2% of 290,000 active. H-Glu-NHMec fluorogenic cleavage. inhibition, % at 7.35 µM;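 active means inhibition above the campaign mean inhibition over all tested compounds plus 3 SD, cut at about 28% in these data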;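 further: 0% = plate median of test compound wells and 100% = 2 mM ZnCl2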
MEKK2 WT-MEK5 – modulators of MEK5 binding to wildtype MEKK2, primary screen, biochemical, multiplex bead flow cytometry, Alexa488-MEK5; Mitogen-activated protein kinase kinase kinase 2 (Homo sapiens), Q9Y2U5; Alexa488-MEK5 binding to MEKK2 WT; actives lie on both sides; binding response (% of control), % at 10 µM; 1.1% of 290,000 active; in the data active means binding response below about 67% or above about 130%
* hit, by the source's call; / = no result given.

no.	SMILES	GalR3 antag	NALP1 inh	OXTR potentiate	V1aR counter	GPR7 antag	OXTR ag	MEKK2 mut-MEK5	PfM18AAP inh	MEKK2 WT-MEK5
1	CCN1C(=O)c2ccccc2S(=O)c2ccc(C(=O)NCCCN3CCCC3=O)cc21 (stereo unspecified)	9	34	7	-0.3	8	0.7	-11	-2	90
2	Cc1oc(C(C)(C)C)cc1C(=O)Nc1cccc(C(=O)O)c1	1	-4	-2	-0.4	-10	0.4	3	-5	97
3	CCC(C)(C)NC(=O)C(c1ccc(OC)cc1)N(C(=O)CCC(=O)Nc1cc(C)on1)c1ccc(OC)c(OC)c1 (stereo unspecified)	-8	10	-7	-0.9	1	-1.7	1	0	102
4	CCc1nc(SCC(=O)Nc2ccc([N+](=O)[O-])cc2)n[nH]1	-2	28	-9	1.9	4	1.7	-3	-2	98
5	Cc1ccc(NC(=O)CSCC(=O)NC2=NCCS2)cc1	-2	/	1	-0.6	/	0.9	/	/	/
6	CC(C)CCOC(=O)C[N+](C)(C)CCOC1CC2CCC1(C)C2(C)C (stereo unspecified)	-10	-7	-7	1.5	19*	-0.3	-10	0	97
7	COC(=O)[C@]1(Cc2ccccc2)N[C@H](c2ccc(-c3ccc(Cl)c(Cl)c3)cc2)[C@@H]2C(=O)N(C)C(=O)[C@@H]21	-4	/	-10	1.0	/	0.5	/	/	/
8	Cc1ccc(Nc2nc(Oc3ccc(=O)[nH]n3)nc(N(C)C)n2)cc1	6	22	-6	-1.5	8	-2.1	-6	2	99
9	COc1ccc(C(CNC(=O)COc2ccccc2C)N2CCCC2)cc1 (stereo unspecified)	-6	-10	-6	0.3	-2	0.2	8	-5	114
10	CCCCc1c(O)nc(SCC(=O)N2CCCCCC2)[nH]c1=O	-8	12	0	1.2	-1	2.2	2	2	105
11	FC(F)Oc1ccc(/C=N/c2c(-c3ccc(OC(F)F)cc3)nc3n2CCS3)cc1	1	48	-20	-1.0	-8	-0.7	3	-8	107
12	O=c1cnc2cc([N+](=O)[O-])ccc2[nH]1	-3	-3	2	0.9	11	0.0	-12	6	76

3 entries already listed, arranged by the value under OXTR potentiate, smallest number first.
| no. | Molecule | OXTR potentiate |
| --- | --- | --- |
| 7 | COC(=O)[C@]1(Cc2ccccc2)N[C@H](c2ccc(-c3ccc(Cl)c(Cl)c3)cc2)[C@@H]2C(=O)N(C)C(=O)[C@@H]21 | -10 |
| 4 | CCc1nc(SCC(=O)Nc2ccc([N+](=O)[O-])cc2)n[nH]1 | -9 |
| 3 | CCC(C)(C)NC(=O)C(c1ccc(OC)cc1)N(C(=O)CCC(=O)Nc1cc(C)on1)c1ccc(OC)c(OC)c1 (stereo unspecified) | -7 |

Going on with the list:
no.	SMILES	GalR3 antag	NALP1 inh	OXTR potentiate	V1aR counter	GPR7 antag	OXTR ag	MEKK2 mut-MEK5	PfM18AAP inh	MEKK2 WT-MEK5
13	CCc1cccc(NC(=S)N(CCN(C)C)C(C)c2ccncc2)c1 (stereo unspecified)	0	/	0	0.9	-3	0.3	-4	3	96
14	CCOC(=O)c1ccc(N2C(=O)CC(Nc3ccc(O)cc3)C2=O)cc1 (stereo unspecified)	-1	/	-12	-0.2	-6	0.9	28	6	110
15	O=C(NCCc1ccccc1C(F)(F)F)C1CCC(=O)N(C2CC2)C1 (stereo unspecified)	0	6	-12	0.1	-4	-0.2	4	-3	102
16	CC(C)(C)OC(=O)N[C@@H](C(=O)OC(C)(C)C)c1ccc2ccccc2c1	-2	/	-3	0.0	/	0.1	/	/	/
17	CC1CCCC(C)N1C(=O)c1ccc(S(=O)(=O)N2CCCC2)cc1 (stereo unspecified)	-3	/	-5	1.0	/	2.5	/	/	/
18	COC(=O)c1ccc(NC(=O)c2cc3c(CO)cnc(C)c3oc2=Nc2cccc(C(N)=O)c2)cc1	-9	12	-4	0.1	-18	0.1	-2	-6	100
19	CS(=O)(=O)Nc1cccc(C(=O)CC2(O)C(=O)Nc3ccc(Br)cc32)c1 (stereo unspecified)	0	7	4	1.8	-15	0.7	1	-11	104
20	CCCCc1cc(=O)oc2cc(OCC(=O)NCC3CCC(C(=O)O)CC3)ccc12 (stereo unspecified)	-8	-3	0	-0.2	1	0.2	-1	1	98
21	CCOC(=O)C1CCN(S(=O)(=O)c2ccc3oc(=O)ccc3c2)CC1	-4	14	-5	2.6	-3	3.7	-10	-9	95
22	Cc1cc(=O)oc2cc(NC(=O)c3cccc(F)c3)ccc12	-7	15	-2	-0.1	22	0.4	5	-13	103
23	COc1ccc(NC(=O)CN(C)C(=O)CNC(=O)c2ccc(C)s2)cc1	-4	/	1	-0.1	/	-1.1	/	/	/
24	CCCCC(=O)NC(c1ccc(N(C)C)cc1)c1ccc2cccnc2c1O (stereo unspecified)	-4	-3	-2	0.8	-18	-1.0	2	12	99

Compounds from the list above with an NH in an aromatic ring, in the order listed:
no.	SMILES	GalR3 antag	NALP1 inh	OXTR potentiate	V1aR counter	GPR7 antag	OXTR ag	MEKK2 mut-MEK5	PfM18AAP inh	MEKK2 WT-MEK5
4	CCc1nc(SCC(=O)Nc2ccc([N+](=O)[O-])cc2)n[nH]1	-2	28	-9	1.9	4	1.7	-3	-2	98
8	Cc1ccc(Nc2nc(Oc3ccc(=O)[nH]n3)nc(N(C)C)n2)cc1	6	22	-6	-1.5	8	-2.1	-6	2	99
10	CCCCc1c(O)nc(SCC(=O)N2CCCCCC2)[nH]c1=O	-8	12	0	1.2	-1	2.2	2	2	105
12	O=c1cnc2cc([N+](=O)[O-])ccc2[nH]1	-3	-3	2	0.9	11	0.0	-12	6	76

(further entries)
no.	SMILES	GalR3 antag	NALP1 inh	OXTR potentiate	V1aR counter	GPR7 antag	OXTR ag	MEKK2 mut-MEK5	PfM18AAP inh	MEKK2 WT-MEK5
25	Cc1ccc(C)c(-n2cc[nH]c2=S)c1	-1	1	-4	0.0	-8	-0.6	6	30*	104
26	CC(C)c1onc(C(=O)NCc2cccs2)c1[N+](=O)[O-]	1	7	-4	1.0	-6	-1.0	0	-4	101
27	Cc1cccc(NC(=O)CCn2nc(C)cc2C)c1	1	17	-4	0.2	4	-0.9	14	-8	114
28	CC(NC(=O)CN(C)S(=O)(=O)c1cccc2nsnc12)c1ccccc1 (stereo unspecified)	-6	13	-5	-0.5	-9	-0.4	4	2	101
29	Cc1ccccc1-n1c(SCC(=O)N(C)C2CCS(=O)(=O)C2)nnc1-c1ccncc1 (stereo unspecified)	-4	-4	-4	0.1	-8	0.3	-2	3	97
30	Cc1ccc(-c2cc(C(=O)N/N=C/c3ccc([N+](=O)[O-])o3)c3ccccc3n2)o1	-1	5	/	/	-7	/	1	14	100
31	Cn1c(=O)[nH]c(=O)c2c1nc(SCCN1CCCCC1)n2Cc1ccccc1	-8	-6	0	1.0	-17	0.4	10	-6	111
32	Cc1ccccc1OCC(=O)NCC(=O)N/N=C/c1cccc([N+](=O)[O-])c1	-3	13	-7	0.5	-19	0.6	-8	2	90
33	O=C(/C=C/Sc1ccccc1)c1ccc(Cl)cc1	-11	54	-2	-0.4	5	-0.9	0	7	100
34	O=C(Nc1ccc(Br)c(Cl)c1)c1ccco1	-6	-2	-7	0.6	-2	-0.9	4	6	103
35	CC(C)(C)C1CCC(=NNC(=O)C2COc3ccccc3O2)CC1 (stereo unspecified)	-5	/	-6	-0.8	/	-1.1	/	/	/
36	O=C(NNC(=O)c1cccc(-n2cnnn2)c1)c1ccccc1	-4	4	-7	0.5	-8	0.8	-4	-6	93
37	O=C(Cc1nc2ccccc2[nH]c1=O)c1ccc(Cl)cc1	-7	12	-1	2.8	-7	1.7	-7	5	102
38	O=C(CN1C(=O)C2(OCCO2)c2ccccc21)c1ccc(F)cc1	-7	0	1	-0.5	8	-0.6	5	-5	101
39	O=C(COc1ccccc1Cl)Nc1nc(-c2cccs2)cs1	-4	9	-12	-0.5	15	-1.4	10	1	107
40	COc1cc(NS(=O)(=O)c2cccc3nsnc23)c(C(=O)O)cc1OC	-2	28	/	/	-17	/	6	-7	108
41	CCCCCCn1c(=O)c(F)cn(Cc2ccc(OC)c([N+](=O)[O-])c2)c1=O	-4	35	-15	1.4	8	11	3	2	98
42	CCCCNS(=O)(=O)c1ccc(S(=O)(=O)N2CCC3(CC2)OCCO3)cc1	-2	10	-9	3.4	21	0.8	-1	-5	103
43	Cn1c(=O)c2[nH]c(C3CCCC3)nc2n(C)c1=O	/	/	-8	0.3	/	0.8	2	/	106
44	COc1cc2c(cc1OC)C(C)N(C(=O)c1c(-c3ccccc3)noc1C)CC2 (stereo unspecified)	-7	/	6	0.3	-9	-0.5	-18	16	96
45	O=C(NCc1cccc(C(F)(F)F)c1)N1CCN(S(=O)(=O)c2ccccc2F)CC1	-10	15	-10	3.8	-6	2.1	1	0	100
46	COc1ccc(-n2ncc3c(N4CCN(c5cc(C)ccc5C)CC4)ncnc32)cc1	-2	9	-1	1.1	-5	0.2	4	0	105
47	Cc1nc(C)c(C(=O)Nc2cccc(C)c2C)s1	-8	8	-6	0.5	-8	0.1	10	3	106
48	Cc1ccccc1NC(=O)COc1ccccc1C	-10	4	-1	0.7	0	-2.1	0	-6	102
49	COc1ccc(NC2CCCN(C(=O)CCn3cccn3)C2)cc1 (stereo unspecified)	1	5	-2	0.1	-8	-0.9	5	5	106
50	COc1ccccc1Nc1nc2nonc2nc1N1CCC(C)CC1	6	3	-5	0.1	-4	-1.7	-1	-2	100
51	CC(C)c1ccc(NC(=S)NNC(=O)c2cccs2)cc1	-9	-32	2	2.2	-13	0.1	4	-6	107
52	O=C(O)c1ccc(-n2c(/C=C/c3ccccc3)nc3ccccc3c2=O)cc1	-6	22	-22	13	-21	6.5	3	0	107
53	COc1ccc(Cn2nnc3c(=O)[nH]c(C4CCN(S(=O)(=O)c5ccc(C)cc5)CC4)nc32)cc1	2	9	-7	1.2	4	0.8	9	-3	99

From PubChem BioAssay
